p53null 39C kill = kills p53 null cells at the nonpermissive temperature; H1299 p53-null (neo) cells, 39C, ATPlite viability, 24 h; Potency, µM (series often up to 46.1 µM), for inactives: top-dose activity, negative = cell killing, usual class: cytotoxic; hit rate 0.97% among 55,000;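 note: 0% = DMSO only and -100% = full killing by 100 µM tamoxifen; nearly all actives have a fitted effect of over 50% in size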
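Concentration-response (up to 46 uM) was run for 24 h at the nonpermissive 39C on H1299-p53A138V or H1299-neo cells. ATP content was measured with ATPlite luminescence. AC50 values were Hill-modeled after normalizing between DMSO and 100 uM tamoxifen killing.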
p53null 32C kill = p53 null cell cytotoxicity, permissive temperature. H1299-neo p53 null cells, ATP luminescence, 24 h, 32C. Potency, µM (series often up to 46.1 µM), without a hit: at the highest dose activity change, negative = cytotoxicity, usual class: cytotoxic. hit rate 0.62% among 55,000;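 note: 0% = DMSO only and -100% = full killing by 100 µM tamoxifen; nearly all actives have a fitted effect of over 55% in size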
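H1299-neo (p53-null) cells, 600/well, were pre-incubated overnight at 37C, then exposed to compounds at up to 46 uM for 24 hr at 32C. Viability was measured as ATP content by luminescence, and AC50 values came from Hill fits.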
* = called active by the depositor; ? = inconclusive; [ ] = another dose, or the depositor's remark. Calls come from the whole dose curve; as a rule, active = well fitted cell-killing curve with a large enough effect; inconclusive = small, poorly fitted or top-dose-only effect; inactive = no such curve, though single readings can be large or run the other way. Potency is the fitted concentration of half-maximal effect. A portion of the library; rates above refer to the full screens.

Start of the data: the first six entries as a preview:
SMILES	p53null 39C kill	p53null 32C kill
COCCN(C(=O)CCC(=O)Nc1ccccn1)C(C(=O)NC1CCCC1)c1ccc(OC)cc1 (stereo not given)	4%	2%
Cc1nnc(SCC(N)=O)n1CCc1ccccc1	15%	8%
CCN(CC)CCNC(=O)c1ccc(CS(=O)(=O)c2ccc(Br)cc2)o1	4%	-10%
Cc1ccc(OCCCn2cc(C#N)c3ccccc32)cc1	-14%	-9%
COCCn1nnnc1SCC(=O)c1ccc(F)cc1	1%	-3%
COc1ccc(S(=O)(=O)N2CCCC(C(=O)Nc3cccnc3)C2)cc1Cl (stereo not given)	-5%	-18%

Main list, from the start:
SMILES	p53null 39C kill	p53null 32C kill
COCCN(C(=O)CCC(=O)Nc1ccccn1)C(C(=O)NC1CCCC1)c1ccc(OC)cc1 (stereo not given)	4%	2%
Cc1nnc(SCC(N)=O)n1CCc1ccccc1	15%	8%
CCN(CC)CCNC(=O)c1ccc(CS(=O)(=O)c2ccc(Br)cc2)o1	4%	-10%
Cc1ccc(OCCCn2cc(C#N)c3ccccc32)cc1	-14%	-9%
COCCn1nnnc1SCC(=O)c1ccc(F)cc1	1%	-3%
COc1ccc(S(=O)(=O)N2CCCC(C(=O)Nc3cccnc3)C2)cc1Cl (stereo not given)	-5%	-18%
CN=C(Nc1ccc2c(c1)OCO2)SC1CC(=O)N(c2ccccc2)C1=O (stereo not given)	-11%	-5%
CCNC(=S)NNC(=O)c1csc(CC)c1	-17%	-4%
Cc1ccc(-c2cc(C(=O)Nc3ccccc3C)c3ccccc3n2)o1	-21%	-11%
CC(C)C(=O)Nc1cccc(-c2nc3ccccc3c(=O)o2)c1	?	?
COc1ccccc1CC(NC(C)=O)C(=O)N1CCN(C(=O)c2cccs2)CC1 (stereo not given)	15%	10%
CCOC(=O)C1(C)NC(c2ccco2)C2C(=O)N(c3ccc(C)cc3)C(=O)C21 (stereo not given)	5%	1%
Cc1cc(NC(=O)c2ccco2)ccc1NC(=O)Cc1cccs1	-13%	-21%
Cc1nnc(SC2CC(=O)N(c3ccccc3)C2=O)s1 (stereo not given)	13%	8%
COc1cc(NC(=S)NC(=O)c2cc(C)cc(C)c2)ccc1NC(=O)c1cccs1	-2%	-1%
COc1ccc(/C=N\NS(=O)(=O)c2ccc(C)cc2)cc1COc1ccccc1[N+](=O)[O-]	5%	-11%
CCN(CC)c1cc2nc(C)n(Cc3ccccc3)c(=O)c2cc1NC(=O)C1CC1	-4%	6%
O=C1CCCC2=C1C(O)(C(F)(F)F)C(=O)N2Cc1ccccc1 (stereo not given)	1%	-6%
CC(=O)N1c2c(cc(Br)cc2S(=O)(=O)N2CCN(C(=O)c3ccco3)CC2)CC1C (stereo not given)	-11%	-3%
Cc1cccc2sc(NC(=O)C3CCCN(S(=O)(=O)c4cccc5nonc45)C3)nc12 (stereo not given)	10%	-5%
O=C(NCN1C(=O)C2C3C=CC(C3)C2C1=O)Nc1nncs1 (stereo not given)	-3%	-1%
COc1ccc(CCNC(=O)CN2C(=O)c3ccccc3S2(=O)=O)cc1	8%	6%
COCCNC(=O)C(=O)Nc1ccc(Br)cc1	-16%	-11%
CCc1ccccc1NC(=O)CN(C)C(=O)Cn1ncc(Cl)c(Cl)c1=O	?	?
Cc1c(NC(=O)c2cc(-n3cnnc3)ccc2Cl)cccc1-c1nc2ccccc2o1	?	-24%

New compounds follow:
SMILES	p53null 39C kill	p53null 32C kill
Cc1cc(NC(=O)c2ccc(NC(=O)c3cccs3)cc2)no1	-9%	2%
Cn1c(CCNC(=O)c2ccco2)nc2cc(NC(=O)C3CCCCC3)ccc21	-7%	-13%
CCSc1oc(-c2ccco2)nc1S(=O)(=O)c1ccccc1	2%	4%
O=C1CCCC2=C1C(c1cccs1)n1nc(SCc3ccccc3F)nc1N2 (stereo not given)	6%	2%
O=C(Cn1cnc2c(nnn2Cc2ccccc2F)c1=O)N1CCN(c2ccccc2)CC1	17%	-1%
CC(=O)NCCc1nc2ccccc2[nH]1	25%	5%
CCOc1ccc(N2C(=O)CSC2c2ccncc2)cc1 (stereo not given)	18%	7%
CCc1cccc(CC)c1NC(=O)CSc1nc2ccc(N3C(=O)C4C(C3=O)[C@H]3C=C[C@@H]4C3)cc2s1 (stereo not given in full)	18%[1.84 µM]	-14%
COc1ccc(CN(CC(=O)NCc2ccco2)C(=O)CCC(=O)Nc2nccs2)cc1	-4%	-11%
CCn1c(SCC(=O)NNC(=S)Nc2ccccc2)nnc1-c1ccc(Cl)cc1	-11%	6%
CCN1CCCC1CNC(=O)Cn1cnc2sc(C)c(S(=O)(=O)N3CCC(C)CC3)c2c1=O (stereo not given)	-7%	-9%
C=CCNc1nc2c(c(=O)[nH]c(=O)n2C)n1Cc1cccc(C)c1	6%	1%
O=C(NCc1ccc2c(c1)OCO2)c1ccccn1	9%	-12%
CCOC(=O)COc1cccc2c(=O)n(CC(=O)NCc3ccc4c(c3)OCO4)ccc12	1%	6%
C=CCn1c(SCC(=O)NCCCC)nc2scc(-c3ccco3)c2c1=O	-2%	1%
CCOc1cc(NC(=S)NCc2ccco2)c(OCC)cc1NC(=O)CC(C)C	13%	2%
CCc1cc2cc(C(=O)Nc3ccc(F)cc3)sc2s1	13%	-5%
S=C1NCCOCCOCCOCCNC(=S)NCCOCCOCCOCCN1	29%	9%
O=C(/C=C/c1ccc(F)cc1)NCCc1ccc2c(c1)OCCO2	-17%	-6%
COc1ccc(OCC(O)Cn2ccnc2C)cc1 (stereo not given)	-5%	-2%
C=CCn1c2ccccc2c2nnc(SCC(=O)OCN3C(=O)c4ccccc4C3=O)nc21	51%[activator]	7%
COc1ccc(C2NC(c3ccc(OC)c(OC)c3OC)C(C)C(=O)C2C)c(OC)c1OC (stereo not given)	-10%	13%
C=CCn1cnc2c(c1=O)c1nc3ccccc3nc1n2-c1ccc(C)cc1	6%	4%
COC(=O)c1ccccc1NS(=O)(=O)c1ccc(F)cc1	-6%	-8%
CCCCc1ccc(NC(=O)N[C@H](C(=O)O)C(C)C)cc1	7%	2%

(listing goes on)
SMILES	p53null 39C kill	p53null 32C kill
Cc1ccc(Nc2nnc(SCC(=O)Nc3cccc(S(=O)(=O)N4CCCCC4)c3)s2)cc1	?	?
Cc1ccc(C(=O)NCC(=O)OCC(=O)Nc2ncc(C(F)(F)F)cc2Cl)cc1	-2%[1.84 µM]	-9%
Cc1ccc(NC(=O)CN2C(=O)CSC2=O)cc1	1%	-3%
Cc1ccc(-c2cc(-c3ccccc3C)[nH]n2)c(O)c1	-96%	13µM*
CN(C)c1ccc(NC(=O)N2CCOCC2)cc1	-27%	-13%
O=C(NC(=S)N(Cc1ccccc1)c1ccccn1)C1CC1	16%	-13%
CCCCc1nc(S(=O)(=O)c2ccc(Cl)cc2)c(N2CCOCC2)o1	12%	-1%
CCC(C)NC(=O)c1ccccc1NC(=O)c1ccccc1N(C)S(C)(=O)=O (stereo not given)	2%	7%
S=C(c1ccc[nH]1)N1CCOCC1	26%	5%
O=C(OCc1csc(Nc2ccccc2)n1)c1ccc(Cl)cc1	-5%	-1%
COc1ccc(N2CCN(C(c3cccs3)C(C)NC(=O)c3ccco3)CC2)cc1 (stereo not given)	0%	0%
Cc1cc2c3c(c1)C1(C(=O)N3C(C)(C)CC2C)C(C#N)=C(N)OC2=C1C(=O)CC(C)(C)C2 (stereo not given)	27%	-5%
Clc1ccc(-c2nnc(SCc3nc4ccccc4[nH]3)o2)c(Cl)c1	-4%	-3%
Cc1ccc(SCCC(=O)NC(C)C)cc1	9%	5%
COC(=O)CCCC[C@@H]1SC[C@@H](NC(=O)OC)[C@@H]1NC(=O)OC	27%	0%
Cc1ccc(S(=O)(=O)N2CCCC(C(=O)Nc3ccc(NC(=O)c4ccccn4)cc3)C2)cc1 (stereo not given)	25%	4%
c1ccc2c(c1)ncn2CCOCCOCCn1cnc2ccccc21	16%	15%
CCOC(=O)C1CCN(C(=O)c2sc3ncnc(N4CCC(C)CC4)c3c2C)CC1	9%	6%
CC(C)C(c1nnnn1C1CCCCC1)N1CCCc2ccccc21 (stereo not given)	0%	-3%
CCCCOC(=O)C1=C(C)Nc2ncnn2C1c1ccc(OC)c(OC)c1OC (stereo not given)	9%	3%
Cc1ccccc1-n1c(SCC(=O)Nc2ccc3c(c2)OCO3)nnc1-c1ccccn1	7%	2%
COc1ccccc1OCc1nnc(SCC(=O)NCc2ccco2)n1-c1ccccc1	-16%	-7%
CN1CCN(C(=S)c2ccc(OCC(=O)Nc3cccc(C(F)(F)F)c3)cc2)CC1	-3%	-2%
Cc1cc(C)cc(C(=O)Oc2coc(CSc3nnc(NC(=O)C4CC4)s3)cc2=O)c1	-9%[1.84 µM]	19%
Cc1nnc(NC(=O)CCC(=O)N2CCC(C)CC2)s1	-3%	-1%

More results follow:
SMILES	p53null 39C kill	p53null 32C kill
Clc1ccccc1CSc1nncn1NC/C=C/c1ccccc1	-18%	-6%
Nc1ccc2oc(-c3ccc4nc[nH]c4c3)nc2c1	13µM*	7.9µM*
COc1nc(NCCc2ccc(OC)c(OC)c2)nc(NC(C)(C)CO)n1	-9%	4%
Cc1nc2ccccc2c2nc(N)nn12	1%	-4%
CCNc1nc(NCC)nc(OCCOC(=O)COc2ccc(Cl)cc2Cl)n1	-8%	-3%
CC(=O)Nc1ccc(NC(=O)C(C)Oc2ccccc2F)cc1 (stereo not given)	13%	7%
CCCNS(=O)(=O)c1ccc(CCC(=O)Nc2cc(Cl)ccc2Oc2ccccc2)cc1	17%	23%
COc1ccc(NC(=O)CCN2CCCC(C)C2)cc1 (stereo not given)	25%	6%
CCC(C)NC(=O)C1CCC(=O)N(c2cc(OC)c(OC)c(OC)c2)C1c1ccc(OC)cc1 (stereo not given)	8%	1%
CC(=O)c1ccc(NC(=O)CSc2nnc(Cn3c(=O)sc4ccccc43)n2C)cc1	25%	19%
CN1CCc2c(OCC(=O)N3N=C(c4cccs4)CC3c3ccc(F)cc3)cccc2C1=O (stereo not given)	-12%[1.84 µM]	6%
CS(=O)(=O)N(CC(=O)NCc1ccccc1Cl)Cc1ccccc1	-1%	2%
CCOC(=O)c1nnn(CC(=O)N2N=C(c3ccc(Cl)cc3)CC2c2ccc(OC)cc2)c1C(=O)OCC (stereo not given)	17%	1%
CCOC(=S)SCC(=O)Nc1nc(-c2ccccc2)cs1	-7%	-2%
COc1ccc(CCNC(=O)C(=O)NCC2CCCO2)cc1 (stereo not given)	16%	11%
Oc1cnc2ccccc2c1CN1CCOCC1	2%	-11%
CCN(C(=O)c1cc(Cl)ccc1OC)c1ccccc1C	8%	-10%
COc1ccc(CCNC(=O)CSc2nc(O)c(CCC(C)C)c(=O)[nH]2)cc1OC	-4%	5%
COc1ccc(OC)c(NS(=O)(=O)c2ccc(Cl)s2)c1	0%	6%
Cc1csc(Sc2ccc(C(=O)OCC(=O)Nc3ccc(F)cc3[N+](=O)[O-])cc2[N+](=O)[O-])n1	2%[1.84 µM]	-2%
CC(=O)Nc1ccc2ccc3cccc4ccc1c2c34	-14%	-9%
Cc1ccc(C2Nc3ccccc3-c3nc4ccccc4n32)o1 (stereo not given)	-5%	-8%
Cc1ccc(N(CC(=O)NCc2ccncc2)S(C)(=O)=O)cc1	-9%	4%
CN(Cc1ccccc1)C(=O)c1cc(-c2ccc(Br)cc2)on1	-4%	5%
O=C(NCc1ccc2c(c1)OCO2)c1ccc(NS(=O)(=O)c2ccc3c(c2)OCCO3)cc1	10%	-1%

Additional results
SMILES	p53null 39C kill	p53null 32C kill
Cc1cc(C(F)F)n2ncc(C(=O)N3CCCCC3)c2n1	-2%	-10%
CCOc1ccccc1NC(=O)Cn1c(=O)c2ccccc2n(CC)c1=O	4%	-1%
CC(=O)NC1CC2CCCC(C1)N2CC(=O)N1CCCc2ccccc21 (stereo not given)	-6%	-7%
CCOc1ccc(NCC(=O)Nc2ccc(Cl)cc2C)cc1	-3%	-7%
Cc1nc(N2CCOCC2)c(C#N)c2c1COC(C)(C)C2	36%	1%
O=C(c1ccc([N+](=O)[O-])s1)N1CCN(c2ccccc2)CC1	?	-17%
CCCCCCCCC(=O)NC(NC(=S)N1CCOCC1)C(Cl)(Cl)Cl (stereo not given)	12%	9%
CC(NC(=O)c1ccc(CS(=O)(=O)Cc2ccccc2F)o1)c1ccc2c(c1)OCCO2 (stereo not given)	11%	0%
Cc1ccc(C(C(=O)NC(C)(C)C)N(Cc2ccco2)C(=O)Cn2nnc(-c3cccs3)n2)cc1 (stereo not given)	14%	-2%
Cc1cccc(-c2nc3c(c(SCC(N)=O)n2)CCCC3)c1	21%	5%
COc1ccc(CNC(=O)C2CCCN2S(=O)(=O)c2ccc(Cl)cc2)cc1 (stereo not given)	30%	1%

7 of these compounds in another layout:
| molecule | p53null 39C kill | p53null 32C kill |
| --- | --- | --- |
| COc1ccc(S(=O)(=O)N2CCCC(C(=O)Nc3cccnc3)C2)cc1Cl (stereo not given) | -5% | -18% |
| CCCCc1nc(S(=O)(=O)c2ccc(Cl)cc2)c(N2CCOCC2)o1 | 12% | -1% |
| COc1ccc(/C=N\NS(=O)(=O)c2ccc(C)cc2)cc1COc1ccccc1[N+](=O)[O-] | 5% | -11% |
| Cc1ccc(C(=O)NCC(=O)OCC(=O)Nc2ncc(C(F)(F)F)cc2Cl)cc1 | -2%[1.84 µM] | -9% |
| Clc1ccccc1CSc1nncn1NC/C=C/c1ccccc1 | -18% | -6% |
| CCCCOC(=O)C1=C(C)Nc2ncnn2C1c1ccc(OC)c(OC)c1OC (stereo not given) | 9% | 3% |
| CC(NC(=O)c1ccc(CS(=O)(=O)Cc2ccccc2F)o1)c1ccc2c(c1)OCCO2 (stereo not given) | 11% | 0% |
